# FLuc inh: Photinus pyralis luciferase inhibition | P08659 | purified P. pyralis luciferase, luminescence, biochemical | Potency, µM (series often up to 115 µM), inactives show at the highest dose activity change, negative = inhibition, actives largely listed as inhibitors | 2.5% of 76,000 active; further: potency means the concentration at half of the fitted maximal effect; nearly all actives have a fitted effect of over 65% in size
# Target sequence (P08659 whole entry, looked up): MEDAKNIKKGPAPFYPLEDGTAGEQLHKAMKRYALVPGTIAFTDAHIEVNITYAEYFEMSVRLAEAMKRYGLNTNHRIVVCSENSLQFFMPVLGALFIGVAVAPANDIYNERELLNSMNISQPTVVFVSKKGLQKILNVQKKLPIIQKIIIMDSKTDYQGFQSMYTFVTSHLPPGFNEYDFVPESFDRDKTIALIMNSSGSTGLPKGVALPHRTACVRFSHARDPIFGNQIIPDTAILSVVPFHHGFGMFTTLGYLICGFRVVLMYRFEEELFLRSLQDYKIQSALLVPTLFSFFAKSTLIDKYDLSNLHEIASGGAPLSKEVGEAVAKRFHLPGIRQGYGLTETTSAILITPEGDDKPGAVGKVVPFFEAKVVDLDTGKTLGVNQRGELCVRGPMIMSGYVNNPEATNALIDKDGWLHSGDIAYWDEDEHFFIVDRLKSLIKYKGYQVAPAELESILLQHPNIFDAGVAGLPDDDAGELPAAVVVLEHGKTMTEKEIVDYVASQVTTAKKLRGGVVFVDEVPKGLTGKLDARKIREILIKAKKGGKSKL
#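 Purified 10nM P. pyralis luciferase with 10uM D-luciferin and 10uM ATP in 50mM Tris acetate pH 7.5, 10mM Mg acetate, 0.01% Tween-20, 0.05% BSA. qHTS titration; luminescence read by CCD imager.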
# GPT2 inhibitor: inhibitors of human GPT2 alanine aminotransferase. Recombinant GPT2, coupled pyruvate oxidase/HRP Amplex Red fluorescence. Potency, µM (top dose mostly 57.7 µM), for inactives: at the top dose activity change, negative = inhibition, most hits filed as inhibitors. 0.25% of 100,000 active. AID 1671188; further: potency means the concentration at half of the fitted maximal effect; nearly all actives have a fitted effect of over 60% in size; many of its hits are not listed in these tables
#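 Inhibition is scored from Amplex Red fluorescence generated when pyruvate oxidase and HRP act on pyruvate released by GPT2. Reactions contain 10ng/uL enzyme, 250uM a-KG and 2mM L-alanine and run 30 min at room temperature.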
# IP6K1 inh: inhibitors of human IP6K1; Q92551; activity change, % (series mostly up to about 58 µM); IP6K1 kinase, ADP-Glo luminescence, 2 h; active compounds read low; 0.81% of 140,000 active; in the data active means activity change below about -25%
# Target sequence (Q92551 whole entry, looked up): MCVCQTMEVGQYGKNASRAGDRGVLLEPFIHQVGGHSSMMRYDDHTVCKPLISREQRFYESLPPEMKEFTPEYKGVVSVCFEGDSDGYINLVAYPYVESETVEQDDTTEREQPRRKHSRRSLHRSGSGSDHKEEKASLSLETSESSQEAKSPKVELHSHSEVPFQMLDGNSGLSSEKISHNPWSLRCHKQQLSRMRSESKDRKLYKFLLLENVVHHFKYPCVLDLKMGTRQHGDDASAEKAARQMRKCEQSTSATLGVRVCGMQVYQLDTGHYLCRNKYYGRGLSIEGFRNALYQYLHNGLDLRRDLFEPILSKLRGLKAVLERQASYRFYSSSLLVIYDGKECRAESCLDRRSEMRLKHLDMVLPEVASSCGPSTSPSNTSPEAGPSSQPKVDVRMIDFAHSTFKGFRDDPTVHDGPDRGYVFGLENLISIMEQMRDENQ
#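 ADP-Glo luminescence measures ADP made by human IP6K1 during a 2 h RT reaction with ATP/IP6 (mix at 1.3 mM/130 uM); top library doses 57.5 and 19.1 uM final.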
# HEK cytotox: kills HEK 293 cells | HEK 293 viability, ATP luminescence (CellTiter-Glo), 48-72 h | Potency, µM (doses to about 115 µM), for the others: top-dose activity change, negative = cytotoxicity, hits mostly inhibitors | 6.6% of 94,000 active; further: potency means the concentration at half of the fitted maximal effect; nearly all actives have a fitted effect of over 60% in size
#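 Luminescence from cellular ATP, measured with CellTiter-Glo, indicates HEK 293 viability. Cells plated at 250 cells/well are treated with compound for 48 or 72 hr at 37 degree Celsius before reagent addition.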
# SNCA viab count: counter-screen for SNCA expression inhibitors: cell viability; Potency, µM (highest dose often 57.1 µM), for inactives: top-dose activity change, negative = cytotoxicity, hits mostly cytotoxic; 0.12% of 150,000 active; HEK-293-SNCA-luc viability, GF-AFC fluorescence, 24 h;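 further: potency means the concentration at half of the fitted maximal effect; 0% = DMSO-treated cells and -100% = medium-only wells without cells; nearly all actives have a fitted effect of over 30% in size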
#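 Cytotoxicity counterscreen: after 24 h compound treatment of genome-edited SNCA-luciferase HEK-293 cells, live-cell protease substrate GF-AFC read by fluorescence after 30 min; activity scaled between DMSO (0%) and medium-only (-100%), curves Hill-fitted.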
# NIH3T3 tox: kills NIH 3T3 cells; NIH 3T3 viability, CellTiter-Glo ATP luminescence, 48-72 h; Potency, µM (highest dose often 96.7 µM), without a hit: at the top dose activity change, negative = cytotoxicity, usual class: inhibitors; 4.3% of 94,000 active; AID 1345082; further: potency means the concentration at half of the fitted maximal effect; nearly all actives have a fitted effect of over 55% in size
#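 Cells were seeded at 400 per well, treated with pin-transferred compound, and kept 48 or 72 hr at 37 °C before CellTiter-Glo addition and luminescence imaging of cellular ATP.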
# SNCA expr inhib: SNCA gene expression inhibition | HEK-293 SNCA-luciferase knock-in, luminescence, 24 h | Potency, µM (series often up to 57.2 µM), for inactives: at the top dose activity change, negative = inhibition, usual class: inhibitors | 0.17% of 140,000 active | AID 1671194;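 further: potency means the concentration at half of the fitted maximal effect; plate controls were DMSO cells for no effect and cell-free wells for full effect; nearly all actives have a fitted effect of over 45% in size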
# * hit, by the source's call; i = inactive; ? = inconclusive; . = not tested or not shown; & = joins results of further samples; [ ] = remark or other dose. Unless noted, the call rests on the fitted dose curve; in most records, active means well fitted curve in the direction sought with a large enough effect; inconclusive means small, poorly fitted or top-dose-only effect, or another doubt; inactive means no such curve, though single readings can be large; an effect the other way counts as inactive or inconclusive. Unless noted, on the % scale 0 is the no-effect control and ±100 the full control effect. Not a hit list; 7.8% or so of the library scored in one or more.
# Results follow in this order: HEK cytotox	FLuc inh	NIH3T3 tox	SNCA viab count	GPT2 inhibitor	IP6K1 inh	SNCA expr inhib
> O=C1NCCCCCCN(C(=O)Cc2cccc(F)c2)[C@H]2CCC[C@@H]12
    -1.9%	7.2%	-12.1%	3.5%	i	3.0	0.4%
> Cc1ncoc1C(=O)N1CC[C@H](CO)[C@H](NC(=O)c2ccccc2)C1
    -11.1%	-6.9%	-2.9%	-3.8%[12.5 µM]	-4.6%	3.1	?
> CC(=O)NC[C@H]1CCN(S(=O)(=O)c2cccc(C#N)c2)C[C@H]1N(C)C
    i	5.2%	i	7.7%[12.5 µM]	i	3.2	?
> O=C(Nc1ccccc1)N1CCC(CCNC(=O)C2(c3ccccc3)CC2)CC1
    -13.6%	3.9%	-6.6%	4.4%	1.3%	-8.7	3.8%
> O=C(CCc1nc2ccc(Cl)cc2[nH]1)N1CCc2c(nc3cc(-c4ccccc4)[nH]n3c2=O)C1
    -0.5%	?	-2.5%	-8.3%	i	13.2	7.8%
> CC1(C(=O)NCc2cccc(F)c2)COCc2cnc(Nc3ccccc3)nc21 (configuration not stated)
    89.1µM*	-20.4%[172 µM]	?	-19.1%[87.6 µM]	1.4%[88.5 µM]	-11.5	4.1%[87.6 µM]
> COc1ccc2c(c1)CCN=C2C[C@H]1CN(C(=O)Nc2ccccc2)CC[C@H]1CC(=O)O
    -7.0%[172 µM]	?	-0.4%[174 µM]	1.1%[87.6 µM]	-12.9%[88.5 µM]	0.1	29.0%[87.6 µM]
> Cc1ncccc1C(=O)N1C[C@@H](Oc2cccnc2)C[C@H]1C(=O)N1CCCC1
    -13.7%	-1.1%	-4.9%	6.0%	i	11.6	-26.9%
> COc1cccc(CNC(=O)c2ccc(NC(=O)N3CCCCc4ccccc43)cc2)c1
    .	.	.	-1.9%	.	-4.6	2.9%
> CCC(=O)N(C1CCOCC1)C1CCN(S(=O)(=O)c2cn(C)cn2)CC1
    -3.0%	-4.6%	-0.5%	2.3%	-0.6%	6.6	-11.8%
> Cc1ccc(C(=O)c2cn(Cc3cccc(Cl)c3)c3nc(C)ccc3c2=O)cc1
    .	.	.	?	.	-3.5	?
> CCOc1cc(=O)n2c(c1C(=O)Nc1ccc(CC)cc1)CCCC2
    -22.4%	?	-17.4%	8.6%	-12.7%	-13.8	7.0%
> Cn1ncc2c(C(=O)NCc3cccc(C(F)(F)F)c3)cc(-c3ccc(Cl)cc3Cl)nc21
    -2.6%	.	?	-28.6%	-13.2%	-6.4	13.1%
> COc1ccccc1Nc1nc2c(S(=O)(=O)c3ccc(C(C)C)cc3)nnn2c2ccsc12
    .	.	.	9.5%	.	27.9	3.2%
> COc1ccc(CC(=O)N2CCC3(CC2)CN(C(C)=O)CC3CO)cc1OC (configuration not stated)
    -21.1%	-9.0%	-4.1%	5.2%	-9.1%	18.6	0.6%
> CCc1cccc(NC(=O)CN2C(=O)COc3ccc(S(=O)(=O)Nc4ccccc4)cc32)c1
    .	.	.	-27.7%	.	5.5	-1.0%
> COC(=O)C1=C(C)NC(C)=C(C(=O)OCCN(C)Cc2ccccc2)C1c1cccc([N+](=O)[O-])c1 (configuration not stated)
    .	.	.	?	-8.6%&-0.1%	-20.1	?
> COc1ccc(CNC(=O)Cn2nc3n(c2=O)CCCC3)cc1
    4.4%	6.5%	-5.2%	2.6%	i	-7.5	-15.8%
> O=S(=O)(c1ccc(-c2cnc(C3CC3)o2)cc1)N1CCN(c2cccc(Cl)c2)CC1
    .	.	.	11.5%	.	-6.3	-4.7%
> CC1CCCN(C(=O)C2CCN(C(=O)c3ccc(-c4cncnc4)cc3)CC2)C1 (configuration not stated)
    -18.3%	.	-35.6%	10.1%	0.2%	9.6	-8.7%

# Individual results from the results shown:
# Under SNCA viab count, O=S(=O)(c1ccc(-c2cnc(C3CC3)o2)cc1)N1CCN(c2cccc(Cl)c2)CC1 has 11.5%
# Under SNCA viab count, CCOc1cc(=O)n2c(c1C(=O)Nc1ccc(CC)cc1)CCCC2 has 8.6%

# Other structures
# Results follow in this order: HEK cytotox	FLuc inh	NIH3T3 tox	SNCA viab count	GPT2 inhibitor	IP6K1 inh	SNCA expr inhib
> CC1=C[C@@H](CN2C(=O)C(C)=C(C)C2=O)[C@H](C(C)C)C[C@H]1Cc1nc2c(C)cccc2[nH]1
    35.5µM*	-2.8%[172 µM]	22.4µM*	?	-14.9%[88.5 µM]	-5.2	?
> Cc1noc(C)c1CC(=O)N1CCCC(COc2ccccc2C(=O)NC(C)C)C1 (configuration not stated)
    2.2%	0.4%	?	-24.5%	i	0.2	8.2%
> COc1ccc(OC)c(NC(=O)c2cccn2-c2nnc(N3CCCCC3)s2)c1
    .	.	.	-20.8%	.	9.9	14.0%
> Cc1ccc(S(=O)(=O)Nc2cc3c(cc2C)n(C)c(=O)c(=O)n3C)cc1
    .	.	.	-2.0%	.	-11.7	-1.1%
> COc1ccc(N(CC(C)C)S(=O)(=O)c2nnc(NC(=O)c3ccco3)s2)cc1
    .	.	.	-1.4%	.	-21.2	-24.3%
> CN(C)C(C(=O)N1CCC(N2CCSCC2)CC1)c1cccc(F)c1 (configuration not stated)
    2.1%	5.5%	i	2.5%	-9.7%	16.2	2.1%
> CCN1c2cc(C(=O)Nc3ccccc3OC)ccc2C(=O)N2CCCCCC21 (configuration not stated)
    ?	-3.9%	?	9.2%[12.5 µM]	i	16.1	26.2%
> CN1CCN(c2cc(=O)c3ccnc(N4CCOCC4)c3o2)CC1
    i	3.3%[172 µM]	?	4.7%[87.6 µM]	1.6%[88.5 µM]	-16.4	10.5%[87.6 µM]
> COc1ccc(-c2nnc(SCC(=O)NCc3ccccc3)nc2-c2ccc(OC)c(OC)c2)cc1OC
    .	.	.	?	.	4.8	?
> COc1cccc(CC(=O)N2CCC3(CC2)CC(c2nc(C)no2)N(C)C3)c1 (configuration not stated)
    -4.9%	.	-17.9%	9.7%	-7.8%	11.2	26.5%
> Cc1ccc(OCC(=O)Nc2cc(-c3cccc(C)c3)nn2-c2ccccc2)cc1
    .	.	.	-0.4%	.	16.5	102.0%[activator]
> COc1ccc(C(=O)Nc2ccc3nc(N4CCC(C)CC4)cc(C)c3c2)cc1
    .	.	.	-2.8%	.	2.8	2.3%
> O=C(CCS(=O)(=O)c1cc2c3c(c1)CCN3C(=O)CC2)NCc1ccc(F)cc1
    .	.	.	-7.2%	.	-18.1	31.3%[activator]
> O=C(Cc1c[nH]c2ncc(-c3ccoc3)cc12)N1CCOCC1
    ?	-20.1%[172 µM]	?	0.2%[87.6 µM]	i	-14.7	0.0%[87.6 µM]
> COC(=O)c1c(NC(=O)CCCOc2cccc(C)c2)sc2c1C(C(=O)OC)CC2 (configuration not stated)
    .	.	.	-6.4%	.	15.7	?
> Cc1cccc(-c2ccc3c(c2)C(=O)N2C[C@H](O)C[C@H]2C(=O)N3)c1C
    -13.6%[172 µM]	-3.7%[172 µM]	-8.2%[138 µM]	3.5%[87.6 µM]	1.5%[88.5 µM]	-10.4	18.7%[87.6 µM]
> COC(=O)[C@@H]1Cc2c([nH]c3ccccc23)[C@H]2C[C@@H](NC[C@H]3CCCO3)C[C@@H](c3ccccc3F)N21
    79.4µM*	-3.0%	79.4µM*	-0.9%	-8.6%	-4.1	1.8%
> CC(C)(C(=O)O)C1CCOCC1
    2.1%	-13.1%	3.6%	-2.8%[12.5 µM]	1.4%	13.5	-18.6%
> COc1c(F)ccc(C(=O)N2CCC3(CCCNC3)C2)c1F (configuration not stated)
    -32.3%	-0.3%	-2.0%	-10.5%	-2.4%	7.9	9.9%
> O=C(Nc1cccc(Cl)c1)C1CCCN(c2ccnc3ccnn23)C1 (configuration not stated)
    ?	.	?	-11.0%	-21.1%	17.8	-16.4%
> O=C(NCC1CCN(Cc2cccc(F)c2)CC1)C1CCN(c2cn[nH]c(=O)c2)C1 (configuration not stated)
    2.1%	0.0%	-11.4%	2.5%	-9.5%	53.0	-9.2%
> Cc1cccc(CN2CCCC(C(=O)Nc3cccc(-n4cccn4)c3)C2)n1 (configuration not stated)
    ?	7.4%	-15.0%	-4.4%	-5.1%	-3.5	?
> O=C(NCCc1ccccc1F)c1ccc2oc(-c3ccncc3)nc2c1
    -11.2%[172 µM]	.	-4.2%[138 µM]	13.3%[87.6 µM]	i	5.5	-4.5%[87.6 µM]
> CCOC(=O)c1cc(-c2ccccc2)n(-c2cccc(C(=O)Nc3cc(OC)cc(OC)c3)c2)c1C
    .	.	.	-5.3%	.	14.9	20.8%
> Cc1nc(CCNS(=O)(=O)c2c(C)nn(C)c2C)no1
    -1.0%	1.6%	-4.6%	-2.7%	i	19.4	-0.2%
> Cc1cccc(C(=O)N2C(C(=O)NCC(C)C)COC23CCN(C(=O)c2ccc(F)cc2F)CC3)c1 (configuration not stated)
    -2.8%	-2.7%	-6.2%	-5.5%	-1.6%	15.2	-18.7%
> Cc1cc(S(=O)(=O)N[C@@H]2CCOC[C@H]2OCc2cscn2)n(C)n1
    3.6%	-6.4%	-1.6%	3.1%	i	18.6	-7.0%
> COc1cc(O[C@@H]2O[C@H](CO)[C@@H](O)[C@H](O)[C@H]2O)c(CCC(=O)OC[C@H]2O[C@@H](Oc3cc(OC)c(C4OC(=O)C(C)(O)C4O)cc3CCC(=O)O)[C@H](O)[C@@H](O)[C@@H]2O)cc1C1OC(=O)C(C)(O)C1O (some centres not stated)
    .	.	.	-13.5%[12.5 µM]	2.4%[17.1 µM]	14.7	.
> Cc1cc(C(=O)N[C@H](C)c2onc(-c3cccnc3)c2C(=O)O)nn1C
    2.9%[172 µM]	4.1%[172 µM]	-11.1%[174 µM]	1.3%[87.6 µM]	-2.8%[88.5 µM]	7.9	-28.0%[87.6 µM]
> CCC(C(=O)N(C)Cc1ccccc1)n1nc(C)c2sc3ccccc3c2c1=O (configuration not stated)
    .	.	.	5.1%	.	-2.9	15.8%
> CCc1cccc(C)c1NC(=O)c1cc(S(=O)(=O)N2CCC3(CC2)OCCO3)ccc1F
    .	.	.	19.1%	.	57.5	14.5%
> COc1ccccc1CNC(=O)CCc1ccc2c(c1)CN(S(C)(=O)=O)CCO2
    -8.8%	5.4%	-11.3%	0.8%[12.5 µM]	-9.0%	14.2	25.1%
> Cc1ccc(NC(=O)Cn2nnc(C(=O)NCCc3ccccc3)c2N)cc1Cl
    .	.	.	4.6%	.	-0.9	18.6%
> Cc1ccc2nc(-c3cc(NC(=O)COc4ccc(C)c(C)c4)ccc3Cl)oc2c1
    .	.	.	-6.4%	.	-6.6	39.8%[activator]
> CC(C)NC(=O)C[C@@H]1C[C@H]2O[C@H](CNC(=O)Nc3ccc(F)cc3)[C@@H](O)[C@H]2O1
    i	-1.9%[172 µM]	-0.9%[174 µM]	4.9%[87.6 µM]	-5.5%[88.5 µM]	-7.3	3.4%[87.6 µM]
> O=C1NC(=NC2CCCC2)C2(CCN(Cc3ccsc3)CC2)N1c1cc(F)cc(F)c1
    -5.1%	.	0.5%	-3.1%	0.9%	-7.6	-12.3%
